Compound activity as filed in PubChem.
VHR inh abs – blocks human VHR1 dual specificity phosphatase; inhibition, % at 13.3 µM; AID 1654; recombinant VHR phosphatase, pNPP absorbance; P51452; hit rate 0.52% among 290,000; in the data active = inhibition above about 50%; note: some compounds called inactive have numbers as strong as hits
BoNT A protease – BoNT A light chain protease inhibition; hit rate 0.17% among 360,000; multiplex microsphere protease substrate cleavage, flow cytometry; inhibition, % at 10 µM; note: plate controls were buffer without enzyme for full effect and enzyme alone for no effect
3CLpro inhibitor – SARS-CoV 3CLpro protease inhibition; recombinant SARS-CoV 3CLpro, quenched FRET peptide cleavage; inhibition, % at 6 µM; hit rate 0.14% among 290,000; AID 1706; in the data active = inhibition above about 12%
PfHsp40 yeast – rescue of PfHsp40-mediated yeast toxicity. S. cerevisiae expressing PfHsp40, growth rescue, ATP luminescence. growth rescue, % at 12.5 µM. hit rate 0.68% among 340,000; in the data active = growth rescue above about 28%, passing the limit was not always enough; inconclusive = no clear call, values can overlap the other calls;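 note: yeast W303a lacking pdr1 and pdr3 grown in galactose medium; growth measured after three days at 30 °C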
SSB-PriA inh – K. pneumoniae PriA-SSBct interaction inhibition. AID 1272365. AlphaScreen SSBct-PriA binding, biotinylated peptide. hit rate 0.6% among 430,000. inhibition, % at 33 µM; in the data active = inhibition mostly above about 37%, no sharp cut-off; inactive = mostly below about 20%;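 note: plate controls were negative control peptide for no effect and reference peptide for full effect; strong numbers were not always called active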
Anthrax LF prot – anthrax lethal factor protease inhibition; P15917; multiplex microsphere protease cleavage assay, LF; inhibition, % at 10 µM; hit rate 0.12% among 360,000; note: plate controls were buffer without enzyme for full effect and enzyme alone for no effect
Yp Topo-I inh – Y. pestis Topo-I inhibition via cleavage products. Y. pestis Topo-I cleavage product accumulation, plate reader. activity, % at 10 µM. hit rate 0.064% among 360,000; in the data active = activity above about 50%, passing the limit was not always enough; inconclusive = no clear call, values can overlap the other calls; note: inactives centre near 2
CCHFV vOTU inh – CCHFV vOTU protease inhibition; Pep-AMC fluorescence; hit rate 0.55% among 370,000; inhibition, % at 11.5 µM; in the data active = inhibition above about 30%; note: 0% = vehicle wells with enzyme and 100% = no enzyme wells
Vc quorum ag – induces V. cholerae light production without autoinducers. V. cholerae BH1578 lux reporter, luminescence, 6 h. activation, % at 18.7 µM. hit rate 0.16% among 350,000; in the data active = activation mostly above about 9.7%, no sharp cut-off; inconclusive = no clear call, values can overlap the other calls; inactive = mostly below about 3.7%; note: not every result past the cut was called active; inactives centre near 0; reference of the scale not given here
TcdB GH inh – TcdB glycohydrolase inhibition; AID 652162; TcdB glycohydrolase enzymatic assay, plate reader; hit rate 0.24% among 350,000; P18177; inhibition, % at 9.99 µM; in the data active = inhibition above about 10%
* marks the source's active call; other numbers are inactive results; i = inactive; u = inconclusive; x = not tested or not shown. Cut-off read from the data, not from the text of the source, unless noted: active = inhibition above about 30%; inconclusive = no clear call, values can overlap the other calls; inactive = below that. This is a subset; the hit share may differ from the screen's.

(1) CC12CN(NC(=O)c3ccc(Cl)cc3)C3(C#N)CC1CCC23C (stereo unspecified)
(2) COc1ccccc1N1CCN(C(=O)/C=C/c2ccco2)CC1
(3) Cc1noc(C)c1CSCC(=O)Nc1nnc(CC(C)C)s1
(4) Cc1ccc(N(C(=O)Cn2nnc(-c3ccc(F)cc3)n2)C(C(=O)NC(C)(C)C)c2ccncc2)cc1 (stereo unspecified)
(5) COc1ccc(/C(N)=N/OC(=O)CCCc2ccccc2)cc1OC
(6) COc1cc2c(cc1OC)-c1nncn1C(C)(C)C2
(7) Cc1ccc(C(=O)NC2CC3CCCC(C2)N3Cc2ccccc2)cc1 (stereo unspecified)
(8) CCC(=O)c1ccc(O)c(OC)c1
compound no.	1	2	3	4	5	6	7	8
VHR inh abs	13.4	-7.0	12.5	28.2	-3.6	-12.9	52.8*	31.9
BoNT A protease	0.7	-0.3	1.1	0.1	0.2	-0.3	-2.8	-0.7
3CLpro inhibitor	0.0	3.9	4.3	4.6	1.7	-0.4	2.5	-0.6
PfHsp40 yeast	0.0	0.8	0.2	2.1	2.0	-1.8	-0.2	-0.9
SSB-PriA inh	-8.6	7.9	13.7	-32.9	x	-13.8	1.6	-4.3
Anthrax LF prot	2.0	-0.5	-0.6	-1.3	-1.3	-8.8	5.3	-3.4
Yp Topo-I inh	-7.0	0.8	11.7	13.8	11.0	4.1	4.5	1.2
CCHFV vOTU inh	-18.1	14.7	6.0	-3.2	-4.8	11.4	-6.9	2.7
Vc quorum ag	i	-0.2	-1.9	i	-0.1	-2.9	-0.4	0.2
TcdB GH inh	0.8	x	1.5	0.5	x	x	1.0	-0.1

(9) Cc1cccc(OCC(=O)NCC(=O)n2nc(C)cc2C)c1
(10) COc1ccc(NC(=O)[C@@H](NC(=O)c2ccccc2F)C(C)C)cc1S(=O)(=O)N1CCOCC1
(11) CC(=O)C1=C(O)C(=O)N(c2cccc(C(=O)O)c2)C1c1ccccc1F (stereo unspecified)
(12) Cc1ccc(C(=O)N/C(=C\c2cccs2)C(=O)NCCc2c[nH]c3ccccc23)cc1C
(13) Cc1ccc(NC(=O)c2cc(=O)[nH]c3ccccc23)cc1
(14) O=C(COc1ccc(S(=O)(=O)N2CCCC2)cc1)NCC1CCCO1 (stereo unspecified)
(15) O=C(Cc1cccc2ccccc12)Nc1ccc(N2CCOCC2)cc1
(16) O=C(Nc1cccc(F)c1)c1ccc(S(=O)(=O)N2CCOCC2)cc1
compound no.	9	10	11	12	13	14	15	16
VHR inh abs	6.7	12.5	12.6	17.8	x	20.8	9.5	8.4
BoNT A protease	0.2	-0.1	0.8	-1.6	-1.4	-0.2	-0.9	-0.1
3CLpro inhibitor	-4.9	4.8	-4.4	3.8	-4.8	-3.4	3.7	-0.5
PfHsp40 yeast	-1.4	-0.1	0.6	-0.7	-0.9	0.0	13.0	-0.9
SSB-PriA inh	-14.3	-3.7	-4.3	25.2	1.4	-12.3	2.6	-11.6
Anthrax LF prot	-1.4	-3.1	1.9	-3.2	-2.7	3.3	-9.8	-10.2
Yp Topo-I inh	0.8	0.9	-1.9	5.1	-5.1	12.3	4.8	3.8
CCHFV vOTU inh	1.8	-18.5	6.2	5.4	3.2	-0.6	11.6	8.3
Vc quorum ag	i	-0.3	-0.5	-2.9	0.6	-0.2	i	-0.2
TcdB GH inh	x	2.5	1.5	x	-0.3	0.6	8.9	-0.5

(17) COc1ccccc1NC(=S)N1CCC(NC(=O)NC23CC4CC(CC(C4)C2)C3)CC1
(18) COc1ccc(NC2CCCN(C(=O)CCc3cccc(Cl)c3)C2)cc1 (stereo unspecified)
(19) C/C(CCC12CC3CC(CC(C3)C1)C2)=N\NC(N)=S
(20) CC(C)(C)c1cc(C(=O)NCc2cccnc2)ccn1
(21) Cc1ccc(NC(=O)Nc2ccnc(-c3cccnc3)n2)cc1
(22) CCOC(=O)c1cccc(C(=O)Oc2ccccc2)n1
(23) CCc1cc(-c2n[nH]c(C)c2-c2nc3ccccc3n2C)c(O)cc1O
(24) CCCCCCSc1cc(C)nc2ncnn12
compound no.	17	18	19	20	21	22	23	24
VHR inh abs	23.7	1.9	39.1	17.8	9.6	19.4	25.2	4.0
BoNT A protease	0.4	-2.2	-0.9	1.1	-0.1	0.6	-1.4	-0.2
3CLpro inhibitor	0.0	0.4	3.0	-0.3	-0.3	2.5	-3.6	x
PfHsp40 yeast	-0.8	-0.7	2.3	0.4	0.1	-1.5	0.2	-0.9
SSB-PriA inh	-7.4	28.7	x	-8.5	-11.1	-19.5	7.3	-16.2
Anthrax LF prot	-1.2	-2.8	-4.5	-0.8	-0.5	-3.0	4.2	5.9
Yp Topo-I inh	3.8	28.8	10.8	2.9	2.4	3.0	6.0	4.8
CCHFV vOTU inh	-1.8	10.2	-13.1	6.8	4.5	-8.2	18.9	9.5
Vc quorum ag	-5.0	i	i	i	-1.6	1.6	i	i
TcdB GH inh	1.0	0.3	x	x	1.0	1.5	7.2	-0.2

(25) COc1ccc(C2/C=C\CN3CCC[C@H]3C(=O)N2Cc2ccc(F)cc2)cc1 (stereo partly specified)
(26) COc1cccc(/C=C/C(=O)OCC(=O)Nc2nnc(-c3ccccc3)o2)c1OC
(27) CC1CC(C)CN(C(=O)c2ccc3ccccc3c2)C1 (stereo unspecified)
(28) CC(=O)c1cc2c(cc1N/C(=N/S(=O)(=O)c1ccccc1)c1ccc(Cl)cc1)OCO2
(29) CCCCn1c(N)c(N(Cc2ccccc2OC)C(=O)c2cc(=O)[nH]c3ccccc23)c(=O)[nH]c1=O
(30) Cc1ccc(S(=O)(=O)N2CCOCC2)cc1C(=O)NNC(=O)c1ccoc1C
(31) Cc1ccc([N+](=O)[O-])c(OCCCNCC(C)O)c1 (stereo unspecified)
(32) COc1ccc(CCNC(=O)Nc2ccc3c(c2)c(=O)n(C)n3CC=C(C)C)cc1OC
compound no.	25	26	27	28	29	30	31	32
VHR inh abs	x	x	x	8.4	x	13.2	-6.4	x
BoNT A protease	-0.4	x	-4.3	0.2	-0.2	0.5	-0.5	0.3
3CLpro inhibitor	x	x	x	-2.1	x	3.5	0.4	x
PfHsp40 yeast	-0.2	-0.9	-0.9	-1.0	-0.3	1.9	-0.5	x
SSB-PriA inh	0.2	-4.3	-7.4	x	3.5	-3.4	2.6	x
Anthrax LF prot	-1.8	x	-3.1	0.5	1.6	-4.7	-5.5	-4.5
Yp Topo-I inh	11.0	-1.9	15.3	3.4	13.3	-2.0	-11.3	25.7
CCHFV vOTU inh	0.5	0.9	2.0	6.0	-2.9	-9.4	6.3	-130.4
Vc quorum ag	-1.5	i	-1.9	-0.7	-0.8	-0.3	i	-0.4
TcdB GH inh	0.3	1.6	0.4	x	0.6	-0.2	0.1	1.5

(33) CCc1cc(C(=O)NC2CCCN(Cc3ccccc3F)C2)n(C)n1 (stereo unspecified)
(34) CN(C)CCN(C(=O)c1cccc(Cl)c1)c1nc2c(Cl)cccc2s1
(35) COC(=O)C(O)(CC(=O)Nc1ccccc1OC)C(F)(F)F (stereo unspecified)
(36) CC1CCCCN1C(=S)NC(=O)c1cc(Br)ccc1Cl (stereo unspecified)
(37) COc1ccccc1OCc1ccc(C(=O)NCC2CCCO2)cc1 (stereo unspecified)
(38) COc1cccc(OCCOCCOc2ccc(C)cc2[N+](=O)[O-])c1
(39) CN(C(=O)c1cccs1)c1ccc(OCC(=O)N2CCC(C(N)=O)CC2)cc1
(40) CS(=O)(=O)N(Cc1ccc(C(=O)Nc2ccccc2Sc2ccccc2)cc1)c1ccccc1
compound no.	33	34	35	36	37	38	39	40
VHR inh abs	-3.0	-1.0	4.2	x	x	-6.9	11.1	13.6
BoNT A protease	-0.7	-1.2	0.7	0.0	0.9	0.5	0.0	0.7
3CLpro inhibitor	0.2	3.7	2.4	x	x	-4.7	2.1	12.5*
PfHsp40 yeast	-1.5	-1.4	-1.3	5.5	0.8	5.4	0.1	0.6
SSB-PriA inh	-1.5	3.4	0.3	-5.8	-0.7	-53.7	-17.1	-6.1
Anthrax LF prot	2.9	-3.4	-1.7	4.9	7.1	0.5	-0.3	-2.5
Yp Topo-I inh	2.6	-1.2	2.4	4.1	3.3	17.3	6.8	u
CCHFV vOTU inh	-1.0	-4.1	-8.9	9.1	9.5	-3.8	-10.3	8.2
Vc quorum ag	-1.6	-0.4	-0.3	-0.2	-1.2	-0.1	0.9	-0.3
TcdB GH inh	-0.6	x	x	1.0	0.4	-0.8	-0.3	x

(41) O=S(=O)(c1cccc(-c2csc(-c3cccnc3)n2)c1)N1CCCCC1
(42) Cc1nnc(NCCO)c2ccccc12
(43) O=C(CCS(=O)(=O)c1ccccc1)OCC(=O)N1CCN(S(=O)(=O)c2ccc(Cl)cc2)CC1
(44) Brc1ccc(CSc2nnc3ccccn23)cc1
(45) COc1ccc(OC)c(C2C(C(C)=O)=C(O)C(=O)N2c2ccc(F)cc2)c1 (stereo unspecified)
(46) CCOc1ccc2cc(S(=O)(=O)N3CCOCC3)ccc2c1
(47) CCn1nnc(-c2ccccc2NC(=O)c2cc(OC)c(OC)c(OC)c2)n1
(48) COc1ccc(-c2nn(C)c(=O)c3ccccc23)cc1CNC(=O)C1CCCCC1
compound no.	41	42	43	44	45	46	47	48
VHR inh abs	47.7	28.6	x	6.7	-6.1	1.8	-5.0	4.3
BoNT A protease	1.2	0.1	-1.6	0.5	2.2	0.2	0.0	0.3
3CLpro inhibitor	-1.9	-1.1	x	2.3	2.9	-4.3	2.4	1.2
PfHsp40 yeast	-0.5	0.0	-0.3	-0.9	-0.8	0.0	0.3	-0.2
SSB-PriA inh	-6.9	-10.9	3.5	-2.0	-8.3	-0.6	-18.1	6.3
Anthrax LF prot	-0.1	-0.4	-3.9	-7.4	1.0	1.0	-0.6	4.2
Yp Topo-I inh	39.5	-3.8	-0.4	5.1	-0.5	0.8	-0.1	-1.1
CCHFV vOTU inh	2.5	3.7	-6.1	-1.3	4.0	6.0	4.1	-12.0
Vc quorum ag	i	i	i	i	-0.6	73.8*	-1.7	-0.8
TcdB GH inh	x	x	-0.9	2.5	x	x	1.0	1.0

Individual results from the list:
compound 42 @ Yp Topo-I inh = -3.8
compound 44 @ 3CLpro inhibitor = 2.3
compound 43 @ PfHsp40 yeast = -0.3

Molecules shown so far with bromine (2):
(36) CC1CCCCN1C(=S)NC(=O)c1cc(Br)ccc1Cl (stereo unspecified)
(44) Brc1ccc(CSc2nnc3ccccn23)cc1
compound no.	36	44
VHR inh abs	x	6.7
BoNT A protease	0.0	0.5
3CLpro inhibitor	x	2.3
PfHsp40 yeast	5.5	-0.9
SSB-PriA inh	-5.8	-2.0
Anthrax LF prot	4.9	-7.4
Yp Topo-I inh	4.1	5.1
CCHFV vOTU inh	9.1	-1.3
Vc quorum ag	-0.2	i
TcdB GH inh	1.0	2.5

Other structures follow.
(49) CC(C)Oc1cc(F)ccc1-c1cc(C(=O)NCCCn2ccnc2)[nH]n1
(50) CC(C)(O[C@@H]1O[C@H](CO)[C@@H](O)[C@H](O)[C@H]1O)[C@@H]1CC=C(C(=O)O)CC1
(51) O=C(COC(=O)c1cnccn1)c1ccc(Br)cc1
(52) COc1ccc([C@H]2N[C@]3(CCCN(Cc4ccc(Br)cc4)C3=O)[C@H]3C(=O)N(C)C(=O)[C@@H]23)cc1
(53) Cc1ccc(S(=O)(=O)NC2=NCN(CC(=O)O)CN2)cc1
(54) O=c1nccc(SCc2ccc(Cl)cc2Cl)[nH]1
compound no.	49	50	51	52	53	54
VHR inh abs	x	x	22.3	x	15.8	3.7
BoNT A protease	-0.2	-0.2	1.1	-0.2	1.2	2.1
3CLpro inhibitor	x	x	-2.0	x	-3.7	1.8
PfHsp40 yeast	x	-1.1	-0.4	x	-1.4	-0.7
SSB-PriA inh	x	-3.8	-8.6	x	-9.1	-7.4
Anthrax LF prot	-7.1	5.0	-1.6	-0.6	-1.1	7.4
Yp Topo-I inh	1.1	-0.2	3.9	10.1	1.5	17.2
CCHFV vOTU inh	3.3	-4.8	1.4	-3.6	2.7	-5.5
Vc quorum ag	-0.4	0.4	-0.4	1.1	i	-0.2
TcdB GH inh	1.3	-1.1	x	0.1	-1.9	2.0
